Compound activity from PubChem BioAssay.
Tat export inh = blocks Tat-dependent protein export in E. coli | E. coli MC4100 TorA-mCherry Tat export, fluorescence | inhibition, % at 10 µM | 0.036% of 340,000 active | AID 488895;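 active = mean replicate inhibition at least 50% and at least half of replicates individually reaching 50%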;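 note: exported cargo escapes ClpAP degradation while cytoplasmic cargo is degraded and loses fluorescence; 0% = median of neutral control wells and 100% = median of NaSCN control wells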
SR-BI DiI inh = inhibitors of mouse SR-BI mediated HDL lipid uptake; ldlA[mSR-BI] CHO cells, DiI-HDL uptake fluorescence, 3 h; inhibition, % at 12.5 µM; 0.96% of 320,000 active; AID 488896;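 active = mean replicate inhibition of at least 70% and a set share of replicates each scoring 70 or more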;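 note: 0% = median of neutral control wells and 100% = median of positive control wells; values of inactives mirror those of a sister screen read the other way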
Target sequence (Q61009 whole entry, looked up): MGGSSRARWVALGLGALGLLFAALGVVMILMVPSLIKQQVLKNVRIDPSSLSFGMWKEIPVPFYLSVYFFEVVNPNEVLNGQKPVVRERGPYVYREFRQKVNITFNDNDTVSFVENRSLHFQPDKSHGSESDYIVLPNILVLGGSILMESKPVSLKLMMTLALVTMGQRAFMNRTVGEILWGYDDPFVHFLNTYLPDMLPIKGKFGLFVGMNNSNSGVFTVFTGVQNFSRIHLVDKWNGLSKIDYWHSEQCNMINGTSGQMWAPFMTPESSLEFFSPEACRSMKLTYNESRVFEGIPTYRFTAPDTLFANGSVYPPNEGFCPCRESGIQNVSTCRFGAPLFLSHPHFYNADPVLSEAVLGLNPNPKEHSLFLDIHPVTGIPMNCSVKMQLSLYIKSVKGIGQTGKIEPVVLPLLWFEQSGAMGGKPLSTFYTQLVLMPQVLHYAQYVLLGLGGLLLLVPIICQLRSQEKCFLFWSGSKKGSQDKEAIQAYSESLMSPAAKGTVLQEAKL
phage Ecoli inh = E. coli growth loss with phage present; growth absorbance; inhibition, % at 11.9 µM; 0.26% of 360,000 active; AID 651602; in the data active = inhibition above about 11%
E coli growth = counter-screen for AddAB inhibitors: E. coli growth inhibition; E. coli V3065 growth, OD600 absorbance, 18 h; inhibition, % at 11.9 µM; 0.27% of 330,000 active; AID 449728;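 active = inhibition above the campaign's mean inhibition across all tested compounds plus 3 SD, cut at about 9.9% in these data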;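 note: uninfected addAB+ strain grown without phage in ampicillin broth; 0% = DMSO wells and 100% = ciprofloxacin 0.95 µg/ml wells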
SR-BI DiI-HDL act = enhances SR-BI lipid uptake from DiI-HDL; CHO ldlA[mSR-BI] cells, DiI-HDL uptake fluorescence, 3 h; 100 = double the neutral-control signal; activation, % at 12.5 µM; 0.096% of 320,000 active; AID 504775;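 active = mean replicate activation of at least 60% and every replicate at or above 60%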;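 note: 0% = median plate neutral-control signal and 100% = twice that signal; values of inactives mirror those of a sister screen read the other way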
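Test system: SR-BI-overexpressing, LDLR-lacking CHO cells; Also added: labelled HDL, 10 µg/mL; Measured by: bottom-read cell fluorescence after medium removal, ex 550/em 595 nm; Timing: 3 h uptake period with compound, 37 °C; Buffer or medium: F12, 0.5% BSA, 25 mM HEPES; Doses: single compound concentration, delivered by pin transfer.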
Wnt act = activates Wnt/beta-catenin signaling in a reporter cell assay. activator, plate reader. AID 743398. 1.2% of 300,000 active. activation, % at 9.35 µM; in the data active = activation above about 30%, passing the limit was not always enough;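 note: 0% = neutral control wells and 100% = positive control wells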
AddAB inh = less growth of phage-infected E. coli with AddAB; E. coli expressing H. pylori AddAB, absorbance growth; 0.29% of 330,000 active; AID 435030; inhibition, % at 11.9 µM; in the data active = inhibition above about 12%;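 note: 0% = vehicle wells of infected cells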
CAL PDZ FP-1 = CAL PDZ (human) peptide binding inhibition; 0.92% of 300,000 active; purified CAL PDZ, TMR-peptide fluorescence polarization, 1 h; AID 602252; inhibition, % at 24.9 µM;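 active = mean inhibition of at least 30% with at least half of replicates also reaching 30%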;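 note: 0% = DMSO neutral control and 100% = excess unlabeled competitor peptide PRC23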
CAL PDZ FP-2 = inhibitors of human CAL PDZ peptide binding | Q9HD26 | purified CAL PDZ, TMR-peptide fluorescence polarization, 1 h | inhibition, % at 20 µM | 0.02% of 330,000 active | AID 504414;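 active = highest replicate inhibition of at least 40%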;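 note: plate controls were DMSO neutral control wells for no effect and unlabeled competitor peptide control wells for full effect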
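material = purified tagged CAL PDZ domain construct (CerCALP) | buffer or medium = sodium phosphate/NaCl buffer pH 7.4 with TCEP, IgG, Thesit | reagent = TMR-labelled reporter peptide T*-PRC34 bound in PDZ groove | incubation = 1 h room-temperature incubation prior to read | measured by = fluorescence polarization (mP) | evaluation = percent inhibition from loss of millipolarization | control set = unlabelled peptide and DMSO controls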
MITF TRPM1 HTS = increases MITF-driven TRPM1 promoter luciferase signal. SK-MEL-5 TRPM1-promoter luciferase, 24 h; % of positive control, neutral wells = 0. activation, % at 12.5 µM. 0.75% of 300,000 active;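 active = mean activation of at least 80% with every replicate also reaching 80%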;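 note: 0% = neutral control wells and 100% = parthenolide positive control wells; values of inactives mirror those of a sister screen read the other way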
* hit, by the source's call; . = no result given; & = joins results of further samples. The order is random. About 3.6% of those tested had a hit in this group.

SMILES | Tat export inh | SR-BI DiI inh | phage Ecoli inh | E coli growth | SR-BI DiI-HDL act | Wnt act | AddAB inh | CAL PDZ FP-1 | CAL PDZ FP-2 | MITF TRPM1 HTS
O=C(CCl)N=c1sccn1Cc1ccccc1Cl | -2.1 | -10.7 | 4.2 | 0.8 | 10.7 | 5.8 | 1.7 | -2.3 | -2.0 | -23.7
Cc1ccc2nc(SCC(=O)Nc3ccc4c(c3)OCCO4)nc(=O)n2c1 | 3.3 | -5.4 | -0.7 | 0.0 | 5.4 | 0.5 | 2.0 | -3.9 | -4.1 | 3.1
CCOC(=O)N1CCN(Cc2cn[nH]c2-c2cccc3ccccc23)CC1 | 4.0 | . | 0.8 | 2.2 | . | -1.9 | 4.1 | -3.8 | -0.9 | 4.0
NC(=O)CC(NC(=O)c1ccccc1)c1ccc(NC2CCN(Cc3ccccc3)CC2)c([N+](=O)[O-])c1 (centres undefined) | -5.3 | 0.1 | 2.4 | 1.5 | -0.1 | 0.7 | 2.1 | -2.6 | 0.6 | 3.1
COc1ccc(C(=O)O)cc1S(=O)(=O)NCc1ccccn1 | -4.3 | -31.8 | 2.6 | 1.0 | 31.8 | -3.4 | 0.5 | -0.7 | 0.3 | 2.7
Oc1ccccc1Nc1ccccn1 | 1.3 | . | 5.2 | 1.8 | . | 0.4 | 1.2 | -4.6 | . | 16.0
CCOc1ccc2ccccc2c1CNCCN1CCOCC1 | 3.2 | -5.6 | -1.7 | -2.0 | 5.6 | . | -0.6 | -1.4 | -1.4 | -0.7
CN(c1ccccc1C(=O)NCc1ccccc1Cl)S(=O)(=O)c1ccccc1 | -5.2 | 30.7 | 1.3 | 4.2 | -30.7 | 2.3 | 0.3 | 4.4 | -2.2 | -4.2
CCc1ccc(/C=C2\Oc3c(ccc(O)c3CN3CCN(C)CC3)C2=O)cc1 | -1.7 | -7.8 | 2.8 | -1.8 | 7.8 | -0.6 | 0.2 | -2.3 | -2.9 | 6.7
Cc1cc(-c2ccc(C)c(S(=O)(=O)N3CCN(c4ccc(F)cc4)CC3)c2)on1 | 1.2 | 0.1 | 0.0 | -0.1 | -0.1 | -7.7 | 2.5 | -5.1 | -0.8 | -27.2
CN1C(=O)N(C)C2(c3ccccc3)N(C)C(=O)NC12c1ccccc1 (centres undefined) | -8.4 | 8.2 | 0.6 | -1.2 | -8.2 | -2.6 | 0.3 | -1.1 | -1.7 | .
CCOC(=O)c1ccc(NC(=S)Nc2ccc3[nH]c(=O)[nH]c3c2)cc1 | 1.4 | . | -1.8 | -0.9 | . | 7.1 | -0.4 | -5.6 | -0.4 | 22.5
CS(=O)(=O)Nc1ccccc1C(=O)Nc1ccc2c(c1)OCCO2 | -4.3 | -30.3 | 2.3 | 0.3 | 30.3 | -5.3 | 4.5 | -2.9 | -0.2 | 3.6
CCOc1ccc(NC(=S)NCCCc2ccccc2)cc1 | 2.1 | -5.6 | 2.0 | -1.2 | 5.6 | -1.9 | 2.7 | -1.7 | 0.9 | -1.2
C=CCn1c(SCC(=O)NCc2ccc3c(c2)OCO3)nnc1C1COc2ccccc2O1 (centres undefined) | -10.5 | 12.2 | 2.6 | -1.2 | -12.2 | -2.6 | 0.2 | -1.4 | -1.4 | .
CCOc1ccc(CCNC(=O)CCc2nnc3ccc(N4CCOCC4)nn23)cc1OCC | 8.3 | 5.3 | 2.1 | -1.2 | -5.3 | -0.6 | 6.1 | -2.9 | 0.2 | -0.2
O=C(Cn1cnc2ccccc2c1=O)NC1CCS(=O)(=O)C1 (centres undefined) | 12.9 | -30.9 | 4.3 | -3.4 | 30.9 | -3.9 | 0.0 | 0.7 | -0.2 | -6.0
Cc1n[nH]c(=O)nc1NC(C)c1ccccc1 (centres undefined) | -2.9 | -16.7 | 2.0 | -1.6 | 16.7 | . | -1.0 | -0.9 | -0.2 | -9.7
CCOC(=O)N1CCN(C(=O)c2ccc3c(c2)N(Cc2ccccc2)CCS3)CC1 | 9.8 | 34.4 | 1.3 | -0.8 | -34.4 | 0.2 | -2.2 | -0.6 | 0.0 | 0.6
Nc1nnnn1CC(=O)N/N=C/c1cc([N+](=O)[O-])ccc1O | -3.3 | -5.9 | 2.7 | -0.6 | 5.9 | -1.4 | 0.0 | -2.1 | -1.2 | -1.4
COc1ccc(CCNC(=O)C2CCN(S(=O)(=O)N3CCCCCC3)CC2)cc1OC | 2.8 | 9.7 | 4.9 | -1.5 | -9.7 | . | -0.3 | . | -1.8 | -2.1
O=C(Nc1ccccc1)C1C2CCC3C(CCC21)C3(Cl)Cl (centres undefined) | -6.5 | 17.7 | 2.5 | 2.6 | -17.7 | . | -0.1 | -2.2 | -0.7 | -2.6
CCC1C(=O)NCCN1C(=O)c1ccc(OC)c(OC2CCN(C(C)=O)CC2)c1 (centres undefined) | 1.3 | -13.0 | 1.8 | 0.4 | 13.0 | -0.8 | -0.6 | 0.1 | -2.4 | 3.3
CCN(CC)c1ccc(/C=N/Nc2ccccc2)c(O)c1 | -0.4 | 50.8 | . | -0.7 | -50.8 | 7.6 | 2.2 | 1.6 | -0.6 | 2.9
CSCC(O)Cn1ncc2ccccc2c1=O (centres undefined) | -7.5 | 0.5 | 1.8 | 0.8 | -0.5 | 9.8 | 5.1 | 31.3* | -0.6 | 15.2
COc1ccc(OCCCC(=O)NCCc2nc3ccccc3[nH]2)cc1 | -5.1 | -5.4 | -0.2 | -1.7 | 5.4 | -0.7 | -1.6 | 3.3 | -0.2 | -12.0
O=C(OCC(=O)N1CCc2ccccc21)C1=COCCO1 | 18.7 | -2.7 | 3.0 | -0.9 | 2.7 | . | -1.1 | 14.7 | -0.5 | 31.6
Cc1ccc(NC(=O)[C@H](NC(=O)[C@@H]2Cc3ccccc3CN2)c2ccccc2)cc1 | -0.4 | -2.3 | 2.0 | 1.9 | 2.3 | 2.1 | 5.9 | -2.3 | -2.9 | 9.7
Cc1ccc(CNC(=O)c2ccc(CNS(=O)(=O)c3ccc4c(c3)C(C)(C)C(=O)N4C)cc2)o1 | -2.7 | 9.7 | 2.9 | 0.3 | -8.8 | -0.5 | -2.3 | . | -1.2 | .
O=C(N/N=C/c1c[nH]c2ccccc12)c1ccccc1O | 2.6 | 17.1 | -1.4 | 0.0 | -17.1 | -1.1 | -0.7 | -3.9 | -0.1 | 49.3
CCC(=O)NC(c1ccc(Cl)cc1Cl)c1ccc2cccnc2c1O (centres undefined) | 0.7 | -4.1 | 22.2* | 22.3* | 4.1 | 4.5 | 20.1* | -6.5 | -0.3 | -57.0
COc1ccc(Oc2cccc(Cl)c2CNC(=O)CC(C)(C)CC(=O)O)cc1 | 8.1 | -10.4 | 1.8 | -0.8 | 10.4 | 0.4 | -1.8 | -7.8 | -1.3 | 2.1
O=C(NCC(=O)N1CCN(C(=O)c2ccco2)CC1)c1ccccc1 | -4.1 | -11.5 | 1.2 | 0.2 | 11.5 | 0.7 | 1.8 | 17.7 | -1.1 | 7.7
COCCNc1nc(Cl)c(C#N)s1 | 3.4 | -6.8 | 4.2 | 1.3 | 6.8 | -4.1 | 2.2 | -3.7 | -2.5 | -12.3
COc1ccc(C)cc1NC(=O)CCNC(=O)Cn1ccc2ccccc2c1=O | -1.7 | 1.1 | 2.8 | -0.1 | -1.1 | -0.2 | 1.4 | -3.1 | -0.1 | -8.5
CC(C)(C)CN1CCC(Oc2cccc(C(=O)N3CCC[C@H]3CO)c2)CC1 | 7.8 | -10.1 | 3.1 | 1.4 | 10.1 | -2.0 | 2.9 | 0.1 | -2.9 | 2.0
Cc1ccc(NC(=O)CCN2C(=O)C3CC=CCC3C2=O)cc1Cl (centres undefined) | -5.0 | -13.5 | 7.2 | 1.2 | 13.5 | 4.4 | -0.4 | -2.4 | -0.6 | 11.2
COc1cc(C(=O)N/C(=C\c2cn(C)c3ccccc23)C(=O)NCCCO)cc(OC)c1OC | 0.6&1.0 | -17.4&-2.6 | 2.6 | 0.2 | 17.4&2.6 | 0.8 | -1.0 | -2.5 | -9.4 | 0.3
CCOc1ccc(CCNC(=O)CSCC(=O)Nc2cccc(C)c2)cc1OCC | -5.3 | 34.2 | 1.2 | -0.2 | -34.2 | -0.1 | -0.5 | -5.3 | -2.2 | -10.6
CC(C)OC(=O)c1c(NC(=O)C2CC=CCC2C(=O)O)sc2c1CCCCC2 (centres undefined) | 15.3 | -14.1 | 0.9 | 2.7 | 14.1 | -2.1 | 0.3 | 5.3 | 0.3 | -2.5
Cc1c(C(=O)Nc2c(F)cccc2F)sc2ncnc(N3CCN(c4ccccc4)CC3)c12 | 5.6 | 22.1 | 3.6 | -1.3 | -22.1 | -4.0 | 1.9 | -0.3 | -2.5 | 3.6
O=c1c2ccccc2[nH]c(=S)n1CCCN1CCN(C2CCCCC2)CC1 | -3.7 | -19.2 | 1.7 | -0.5 | 19.2 | . | 3.2 | -2.7 | -1.4 | -1.0
Cc1cc(C)cc(NC(=O)C2CCN(S(=O)(=O)c3ccc4c(c3)NC(=O)C(C)S4)CC2)c1 (centres undefined) | -6.3 | 22.8 | 0.2 | 2.3 | -22.8 | -1.0 | 2.1 | -2.5 | -3.1 | 0.1
Cc1ccccc1NC(=O)CSc1nnc2ccc(-c3ccccn3)nn12 | 6.8 | 4.5 | 0.8 | 1.9 | -4.5 | 1.2 | 2.6 | -2.1 | -3.0 | 0.9
Cc1cccc(OCC(=O)Nc2ccc3c(C)cc(=O)oc3c2)c1 | -5.7 | 10.4 | 2.5 | -2.0 | -10.4 | . | 2.3 | 6.7 | -2.0 | 13.5
COc1ccc(OCc2nnc(SCc3ccc(C(=O)O)cc3)o2)cc1 | 5.4 | -29.0 | -0.5 | -0.6 | 29.0 | -10.3 | 0.8 | -4.0 | . | 1.6
CC(=O)Nc1cccc(C(=O)/C=C/c2ccco2)c1 | 0.7 | -3.0 | 4.8 | 0.6 | 3.0 | 5.3 | 1.4 | 0.4 | -1.2 | -3.9
CN1C(c2ccc(F)cc2)=CS/C1=C(/C#N)c1nnc2n1-c1ccccc1SC2 | -2.4 | 32.2 | 2.5 | . | -32.2 | 0.0 | . | 7.7 | -1.2 | 3.8
COc1ccc(O)c(/C=N/NC(=S)NCCc2ccccc2)c1 | 1.7 | 8.0 | 7.0 | 7.6 | -8.0 | 0.3 | 10.6 | -0.7 | -1.4 | -5.7
O=C(NCCc1cccs1)C1CC(c2ccccc2F)=NO1 (centres undefined) | -5.0 | -24.9 | 1.6 | -1.6 | 24.9 | 7.3 | -1.8 | -2.1 | -0.5 | 28.0

Reprinted at random: 2 entries already listed.
SMILES | Tat export inh | SR-BI DiI inh | phage Ecoli inh | E coli growth | SR-BI DiI-HDL act | Wnt act | AddAB inh | CAL PDZ FP-1 | CAL PDZ FP-2 | MITF TRPM1 HTS
O=c1c2ccccc2[nH]c(=S)n1CCCN1CCN(C2CCCCC2)CC1 | -3.7 | -19.2 | 1.7 | -0.5 | 19.2 | . | 3.2 | -2.7 | -1.4 | -1.0
Cc1cc(C)cc(NC(=O)C2CCN(S(=O)(=O)c3ccc4c(c3)NC(=O)C(C)S4)CC2)c1 (centres undefined) | -6.3 | 22.8 | 0.2 | 2.3 | -22.8 | -1.0 | 2.1 | -2.5 | -3.1 | 0.1
